RAM inhibit – inhibitors of the yeast RAM network. inhibition, % at 50 µM. 190,000 tested, 1.8% active. S. cerevisiae dse1pr::URA3 reporter, 5-FOA growth OD615, 2 d; analog-sensitive cbk1-as2 kinase mutant strain. AID 868;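 active means inhibition above a set limit, 3 SD over mean compound inhibition, cut at about 8.4% in these data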;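 further: 0% = DMSO-only wells with no growth and 100% = 10 µM 1-NA-PP1 full growth; inhibition rescues growth on 5-FOA so higher OD means more RAM inhibition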
FLuc inhib CS – counter-screen for luciferase assay inhibitors: firefly luciferase inhibition | P08659 | ATPLite firefly luciferase biochemical luminescence, 10 min | inhibition, % at 10 µM | 200,000 tested, 1.5% active;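 active means inhibition above about 50% when tested at 10 µM, limit read from the data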
Target sequence (P08659 whole entry, looked up): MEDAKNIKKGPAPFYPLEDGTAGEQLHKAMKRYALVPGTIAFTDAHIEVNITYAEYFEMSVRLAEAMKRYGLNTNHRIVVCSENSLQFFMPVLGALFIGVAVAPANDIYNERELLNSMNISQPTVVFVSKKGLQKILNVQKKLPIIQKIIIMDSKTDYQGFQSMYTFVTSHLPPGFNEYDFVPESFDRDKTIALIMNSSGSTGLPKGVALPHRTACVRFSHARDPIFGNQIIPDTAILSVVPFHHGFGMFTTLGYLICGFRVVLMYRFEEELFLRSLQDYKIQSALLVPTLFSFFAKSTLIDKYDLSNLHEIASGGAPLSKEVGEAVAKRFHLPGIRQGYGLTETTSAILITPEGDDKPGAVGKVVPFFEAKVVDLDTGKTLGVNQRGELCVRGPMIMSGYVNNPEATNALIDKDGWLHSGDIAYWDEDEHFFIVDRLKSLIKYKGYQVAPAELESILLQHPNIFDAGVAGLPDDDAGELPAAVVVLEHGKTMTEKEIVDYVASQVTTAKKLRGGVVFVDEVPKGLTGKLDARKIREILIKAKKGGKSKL
Hsp70 activator – Hsp70 transcriptional activation, primary screen. HeLa Hsp70 promoter luciferase reporter, luminescence; scaled: vehicle 0, proteasome-inhibitor control 100%. activation, % at 10 µM. 200,000 tested, 0.04% active. AID 1203;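 active means activation above the mean across all tested compounds plus 3 SD, cutoff set per campaign, cut at about 5.5% in these data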;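 further: 100% = MG132 at 30 µM as the positive control and 0% = DMSO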
STAT1 activator – activators of IFN-gamma induced STAT1 signaling | NIH 3T3 STAT1-luciferase reporter, luminescence; 100% = IFN-gamma alone, no compound | activation (% of control), % at 5.5 µM | 200,000 tested, 2.6% active;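 active means activation above the screen-wide mean activation plus 3 SD, cut at about 130% in these data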;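 further: raw ratio to IFN-gamma control signal so 100% means no change and 0% no light; values of inactives mirror those of a sister screen read the other way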
STAT3 act – increases IL-6 driven STAT3 reporter signal. AID 871. U3A cells, IL-6 STAT3-luciferase reporter, luminescence; 100% = signal with IL-6 EC80 alone. 190,000 tested, 0.91% active. activation (% of control), % at 5.6 µM;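 active means activation above the screen-wide mean of compound activation plus 3 SD, cut at about 130% in these data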;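 further: 0% = background luminescence of wells with medium and substrate only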
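Assay system – human STAT1-deficient U3A cells with stable STAT3-luciferase reporter · Also added – IL-6 (33 ng/mL) · Schedule – compound 1 h, then IL-6 6 h at 37 °C · Technique – reporter luminescence signal · Evaluation – % activation versus median of IL-6-stimulated wells · Benchmarks – IL-6-only wells as 100% reference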
NF-kB expr up – raises NF-kB expression in human neuronal cells | 190,000 tested, 1.6% active | NF-kB reporter expression; hits give high values | AID 1239 | fold change at 12.5 µM; in the data active means fold change above about 3.3
STAT3 blocker – inhibitors of IL-6 induced STAT3 signaling | U3A cells, IL-6 STAT3-luciferase reporter, luminescence; host cell line lacks STAT1 | inhibition, % at 5.5 µM | 190,000 tested, 0.89% active | AID 862;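 active means inhibition above the mean inhibition across all screened compounds plus 3 SD, cut at about 44% in these data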;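 further: 0% = DMSO only wells and 100% = 100 µM nifuroxazide control wells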
APP 5'UTR act – activates APP 5'UTR luciferase reporter; SH-SY5Y APP 5'UTR luciferase reporter, luminescence; zero percent = DMSO vehicle wells; activation, % at 2 µM; 190,000 tested, 1% active; AID 1276;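 active means activation above a set limit, based on mean plus 3 SD of controls, cut at about 140% in these data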; further: values of inactives mirror those of a sister screen read the other way
STAT1 blocker – reduces IFN-gamma driven STAT1 reporter signal. AID 920. 200,000 tested, 0.35% active. inhibition, % at 5.5 µM. NIH 3T3 STAT1-luciferase reporter, luminescence;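 active means inhibition above a set limit, the mean inhibition across all tested compounds plus 3 SD, cut at about 34% in these data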;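 further: 0% = IFN-gamma with DMSO and 100% = IFN-gamma with 300 µM nifuroxazide; values of inactives mirror those of a sister screen read the other way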
APP 5UTR inh – APP translation inhibition; SH-SY5Y APP 5'UTR-luciferase reporter, luminescence; inhibition, % at 2 µM; 190,000 tested, 0.82% active; AID 1285;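 active means inhibition above a set limit, derived from the sample mean plus 3 SD, cut at about 45% in these data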; further: values of inactives mirror those of a sister screen read the other way
Numbers without * were called inactive.

SMILES | RAM inhibit | FLuc inhib CS | Hsp70 activator | STAT1 activator | STAT3 act | NF-kB expr up | STAT3 blocker | APP 5'UTR act | STAT1 blocker | APP 5UTR inh
O=C(CN1CCCCCC1)Nc1ccccc1Oc1ccccc1 | 0.9 | 0 | 0.0 | 104 | 109 | 0.98 | -1 | -4 | -6 | 4
CC(C)CNC(=O)C1CCCN(C(=O)NCc2ccccc2)C1 (stereo not drawn) | 3.7 | -1 | -0.1 | 112 | 98 | 1.2 | 5 | 0 | -15 | 0
c1ccc(CC2CCN(c3nc4ccccc4n4cnnc34)CC2)cc1 | 2.4 | 4 | 0.0 | 109 | 88 | 1.2 | 16 | -19 | -10 | 19
O=C(COc1ccc2ccccc2c1Br)Nn1cnnc1 | 0.6 | -7 | -0.2 | 99 | 92 | 1.3 | 13 | 3 | 4 | -3
COc1ccccc1/C=N/NC(=O)C(=O)N1CCN(c2ccccc2OC)CC1 | 0.7 | -4 | -0.3 | 99 | 103 | 1.4 | -2 | 2 | 1 | -2
CC1CCc2c(nc3ncnn3c2N2CC(C)OC(C)C2)C1 (stereo not drawn) | 0.5 | 0 | -0.1 | 104 | 97 | 1.1 | 13 | 1 | -5 | -1
CCOc1ccc(OC(=O)NC(c2ccccc2)C(Cl)(Cl)Cl)cc1 (stereo not drawn) | 1.2 | 3 | -0.2 | 102 | 95 | 1.2 | 12 | -40 | -3 | 40
O=c1oc2c(CN3CCCCC3)c(O)ccc2c2c1CCCC2 | -0.7 | -5 | -0.2 | 96 | 83 | 1.3 | 20 | -3 | 4 | 3
CCOC(=O)c1nnn(CC(=O)Nc2cccc(F)c2)c1C(=O)OCC | 0.6 | 0 | -0.2 | 100 | 105 | 1.1 | -6 | 0 | 2 | 0
O=C(CCC1CCCC1)Nc1ccccc1-c1ccccc1 | 0.8 | 1 | 0.0 | 98 | 104 | 1.1 | -7 | -15 | 3 | 14
COc1ccc(C(CNC(=O)Cc2ccccc2F)N2CCCCC2)cc1 (stereo not drawn) | 0.9 | 1 | -0.2 | 98 | 98 | 1.2 | 10 | 7 | 2 | -7
O=C(N1CCOCC1)N1CCN(c2ccccc2)CC1 | 0.5 | -5 | -0.2 | 100 | 101 | 1.2 | 0 | -2 | -1 | 2
Fc1ccc(-c2csc(-c3ccccn3)n2)cc1F | 1.1 | -1 | 0.2 | 140* | 92 | 2.8 | 15 | 9 | -46 | -9
CCC(=O)N1CCc2cc(S(=O)(=O)NC(Cc3ccccc3)C(=O)NC3CCCCC3C)ccc21 (stereo not drawn) | 3.2 | -1 | -0.2 | 90 | 106 | 1 | 0 | 4 | 11 | -4
COc1ccc(OC)c(NC(=O)CN(c2ccc(C)cc2)S(=O)(=O)c2c(C)noc2C)c1 | 2.5 | -4 | 0.0 | 90 | 105 | 0.65 | -2 | 10 | 11 | -10

Shown as a hit in STAT1 activator, of those listed so far:
canonical_smiles,RAM inhibit,Hsp70 activator,STAT1 activator,STAT3 act,NF-kB expr up,APP 5'UTR act,STAT1 blocker,APP 5UTR inh
Fc1ccc(-c2csc(-c3ccccn3)n2)cc1F,1.1,0.2,140*,92,2.8,9,-46,-9

Other results:
SMILES | RAM inhibit | FLuc inhib CS | Hsp70 activator | STAT1 activator | STAT3 act | NF-kB expr up | STAT3 blocker | APP 5'UTR act | STAT1 blocker | APP 5UTR inh
CCc1c(C(=O)NCc2ccc3c(c2)OCO3)[nH]c(C)c1C(C)=O | 2.1 | -5 | -0.1 | 90 | 88 | 1.2 | 19 | 15 | 11 | -15
O=S(=O)(Nc1ccccc1N1CCCCC1)c1ccc(Cl)s1 | 1.0 | -3 | -0.1 | 98 | 100 | 0.91 | 3 | -12 | 2 | 12
Cc1ccc(C(=O)N2CCCC(c3ccc(Cl)cc3)=N2)cc1 | 6.5 | -4 | -0.3 | 95 | 100 | 0.85 | 0 | -9 | 6 | 8
Cc1cc2cc(C)c3nnc(SCc4ccccn4)n3c2cc1C | 1.0 | -1 | -0.4 | 99 | 84 | 0.48 | 21 | 4 | 1 | -4
COc1ccccc1N1CCN(C(=O)c2oc3cc(C)c(C)cc3c2C)CC1 | 2.9 | -2 | 0.1 | 108 | 94 | 0.96 | 11 | 4 | -8 | -4
CCn1c2ccc(C)cc2c2nnc(SCCN3CCOCC3)nc21 | 0.0 | -10 | 0.2 | 106 | 93 | 0.89 | 15 | -21 | -8 | 21
CCCCC(=O)NC(NC(=O)CCCC)c1ccc(OCCC)c(OC)c1 | 3.0 | -5 | 0.4 | 102 | 97 | 1.3 | 2 | -5 | -2 | 5
C=CCn1c(-c2cccs2)nc2nc3ccccc3nc21 | 2.1 | 36 | 0.4 | 115 | 125 | 0.77 | -25 | -1 | -17 | 1
Cc1nc2nc3c(cn2n1)C(=O)CCC3 | 1.8 | 0 | 0.1 | 101 | 96 | 1 | 8 | 26 | -1 | -26
CCOC(=O)c1cc2c(ccn2C)n1CC(=O)N1CCN(c2ccc(F)cc2)CC1 | -0.1 | -7 | 0.6 | 92 | 98 | 0.98 | 8 | 11 | 8 | -11
CCOc1ccc(NC(=O)C2CC(=O)N(c3cc(C)cc(C)c3)C2)cc1 (stereo not drawn) | -0.2 | -4 | 0.8 | 100 | 99 | 0.94 | 5 | 6 | 0 | -6
CC(C)C[C@H](NC(=O)NC(C)C)C(=O)O | 0.2 | -1 | -0.1 | 97 | 94 | 0.94 | 11 | -1 | 3 | 1
Cc1ccc(C2=[N+]([O-])C3(CCCCC/C3=N\NC(N)=S)N(O)C2(C)C)o1 (stereo not drawn) | 1.5 | -6 | -0.2 | 98 | 100 | 1.1 | 7 | -3 | 3 | 3
Cc1ccc2c(Cl)cc(Cl)c(OCC(=O)Nc3cc(S(=O)(=O)N(C)C)ccc3C)c2n1 | 3.2 | -8 | -0.4 | 102 | 93 | 0.69 | 5 | -10 | -2 | 10
CCOc1cc2c(C#N)c(N3CCCCC3)nc(N)c2c(N)n1 | 0.7 | -3 | -0.4 | 105 | 106 | 1.1 | 0 | 2 | -6 | -2
CCOC(=O)Nc1cc(Br)c2c(c1)OCCO2 | -1.0 | 7 | 0.4 | 103 | 96 | 1.5 | 9 | -5 | -2 | 5
CC(=O)Nc1ccc(S(=O)(=O)Nc2nccc(/C=C/c3ccc(Cl)cc3)n2)cc1 | 5.8 | -7 | -0.6 | 107 | 96 | 1.2 | 8 | 2 | -7 | -2
O=C(NCCN1CCCC1)c1ccc2c(=O)n(CCc3ccccc3)c(=O)[nH]c2c1 | 0.1 | -9 | -0.3 | 105 | 105 | 1 | 0 | 10 | -6 | -10
COc1cc(S(=O)(=O)NCCCN2CCOCC2)ccc1Cl | 1.4 | 0 | 0.0 | 104 | 105 | 0.97 | 1 | 8 | -4 | -8
Brc1ccccc1-c1nnc2sc(Cc3ccccc3)nn12 | 33* | -4 | -0.4 | 101 | 114 | 1.1 | -10 | -7 | -1 | 7
CC(c1nnc(SCC(=O)Nc2sccc2C#N)n1-c1ccc(Cl)cc1)N(C)C (stereo not drawn) | 2.7 | -8 | -0.3 | 98 | 99 | 0.73 | 9 | -14 | 2 | 14
COc1ccc(CCN=C(N)Nc2nc(C)cc(C)n2)cc1 | 2.7 | -2 | -0.2 | 71 | 86 | 1.1 | 21 | 24 | 30 | -24
S=C(NCCc1ccccc1)N1CCN(C2CCCCC2)CC1 | 1.0 | -5 | -0.4 | 106 | 97 | 1.2 | 9 | 5 | -10 | -5
NS(=O)(=O)c1ccc(CCNC(=O)CSc2ccsc2[N+](=O)[O-])cc1 | 1.4 | -7 | -0.1 | 91 | 104 | 0.95 | 1 | -3 | 10 | 3
CCn1cc(C(=O)OCC(=O)Nc2c(C)n(C)n(-c3ccccc3)c2=O)c(=O)c2ccc(C)nc21 | 1.4 | -9 | -0.3 | 100 | 100 | 1.2 | 4 | 2 | 0 | -2
O=C(CCS(=O)(=O)c1ccc(Br)cc1)Nc1ccc2c(c1)OCO2 | 4.7 | 0 | -0.4 | 103 | 100 | 0.67 | 3 | -11 | -3 | 12
COc1ccc(OCCn2c(C)c(/C=N/n3cnnc3)c3ccccc32)cc1 | 10.0* | -3 | -0.2 | 115 | 95 | 1.1 | 10 | -10 | -16 | 10
O=S(=O)(Nc1cccc2c1ccc1cccn12)c1cccs1 | -0.1 | -4 | -0.5 | 100 | 104 | 1.1 | -1 | -3 | 0 | 2
O=C(NCCCn1ccnc1)c1cc(C(=O)C2CCCCC2)c[nH]1 | 0.6 | -5 | -0.1 | 99 | 110 | 0.99 | -4 | 6 | 0 | -6
COc1ccc(Cl)cc1NC(=O)CN(C)C(C)C(=O)NCC1CCCCC1 (stereo not drawn) | 0.9 | -7 | -0.3 | 97 | 107 | 1 | -4 | 13 | 3 | -13
Cc1ccc(C(=O)C(OC(=O)CNC(=O)c2ccc(Cl)cc2)c2ccccc2)cc1 (stereo not drawn) | 6.7 | -10 | -0.2 | 99 | 101 | 0.97 | 5 | 14 | 1 | -14
CN(CCO)C1=NS(=O)(=O)c2cc([N+](=O)[O-])ccc21 | 2.4 | -4 | -0.3 | 89 | 100 | 0.83 | 8 | 5 | 10 | -5
Cc1cc(NC(=O)COC(=O)c2ccccc2S(=O)(=O)N(C)c2ccccc2)no1 | 0.8 | -3 | -0.4 | 96 | 106 | 0.94 | -6 | 9 | 1 | -9
O=c1cc(-c2ccccc2Cl)oc2cccc(O)c12 | 6.2 | -2 | 0.3 | 95 | 99 | 1.1 | -1 | 0 | 6 | 0
COCc1cc(C)nc(Oc2ccccc2)c1C#N | 0.6 | -5 | 0.1 | 100 | 97 | 1.2 | 10 | 20 | -2 | -20
Cc1sc2ncnc(N3CCN(c4ncccn4)CC3)c2c1C | 0.5 | -8 | -0.1 | 90 | 83 | 0.87 | 23 | 21 | 10 | -21
O=C(Nc1ccc2snnc2c1)Nc1cccc2ccccc12 | 3.0 | 3 | -0.5 | 102 | 83 | 0.78 | 22 | -7 | 1 | 7
O=C(/C=C1\SC(=O)NC1=O)Nc1ccc(F)cc1 | 2.9 | 2 | 0.4 | 105 | 106 | 1.1 | -1 | -12 | -8 | 12
C=CCc1ccc(OCc2ccc(C(=O)OC)o2)c(OC)c1 | 2.5 | 43 | 0.0 | 125 | 100 | 3.4* | 3 | 4 | -27 | -4
Cc1nnc(SCC(=O)c2ccc(Cl)cc2)n(N)c1=O | 1.5 | -1 | -0.2 | 126 | 107 | 3.1 | -1 | 72 | -30 | -72
COc1ccc(/C=N/Nc2ncnc3sc4c(c23)CCCC4)cc1OC | -0.7 | 13 | -0.2 | 115 | 110 | 1.4 | -7 | 13 | -17 | -13
O=C(/C=C/c1cn(-c2ccccc2)nc1-c1ccc2c(c1)OCCO2)NCCCN1CCOCC1 | 0.9 | -6 | -0.4 | 98 | 88 | 0.5 | 23 | 2 | 0 | -2
COc1ccc(-c2ccc(C#N)c(OC)n2)cc1 | 2.4 | -9 | -0.2 | 110 | 97 | 1.3 | 9 | -8 | -11 | 8
COc1ccc(C(=O)/C=C/Nc2ccc(S(=O)(=O)Nc3ncccn3)cc2)cc1 | 12* | 2 | -0.2 | 103 | 98 | 1.1 | 2 | 4 | -3 | -4
